High-throughput results deposited in PubChem by The Scripps Research Institute Molecular Screening Center.
FBW7 act – human FBW7 E3 ligase activation, primary screen. normalized activity (activation), % at 26.1 µM. AlphaScreen FBW7–phospho-cyclin E peptide binding, activator screen. 0.13% of 650,000 active. AID 1259310; in the data active means normalized activity above about 1.9%;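 further: purified mutant Fbw7 with reduced substrate affinity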
TEAD-YAP block – TEAD-YAP interaction inhibition | HEK-TIYL cells, TEAD-Gal4/YAP UAS-luciferase luminescence | AID 1259422 | 1.4% of 640,000 active | inhibition, % at 9.12 µM; in the data active means inhibition above about 32%;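 further: 0% = median of test compound wells and 100% = reference inhibitor wells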
GPR151 ag – activates the human receptor GPR151; PathHunter beta-arrestin GPR151 cells, luminescence; activation, % at 11.2 µM; 1% of 650,000 active; in the data active means activation above about 4.9%;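 further: 0% = median of compound wells and 100% = cells with positive control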
Target sequence (Q8TDV0 whole entry, looked up): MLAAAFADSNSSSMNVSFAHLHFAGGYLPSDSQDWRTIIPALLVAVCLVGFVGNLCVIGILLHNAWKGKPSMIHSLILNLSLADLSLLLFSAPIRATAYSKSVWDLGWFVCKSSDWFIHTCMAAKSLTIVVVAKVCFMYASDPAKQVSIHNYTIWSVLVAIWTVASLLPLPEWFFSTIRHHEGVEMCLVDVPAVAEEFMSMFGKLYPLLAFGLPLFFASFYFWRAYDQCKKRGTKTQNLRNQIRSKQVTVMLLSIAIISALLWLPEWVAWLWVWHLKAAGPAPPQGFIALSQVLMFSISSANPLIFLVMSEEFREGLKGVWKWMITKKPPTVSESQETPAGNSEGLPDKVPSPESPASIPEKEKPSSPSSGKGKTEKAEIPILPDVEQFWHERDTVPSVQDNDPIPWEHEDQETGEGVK
MITF inh – inhibitors of human MITF | O75030 | AlphaScreen MITF homodimerization, bead proximity signal | inhibition, % at 2.6 µM | 0.91% of 650,000 active | AID 1259374; in the data active means inhibition above about 50%;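 further: 0% = vehicle wells with protein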
Target sequence (O75030 whole entry, looked up): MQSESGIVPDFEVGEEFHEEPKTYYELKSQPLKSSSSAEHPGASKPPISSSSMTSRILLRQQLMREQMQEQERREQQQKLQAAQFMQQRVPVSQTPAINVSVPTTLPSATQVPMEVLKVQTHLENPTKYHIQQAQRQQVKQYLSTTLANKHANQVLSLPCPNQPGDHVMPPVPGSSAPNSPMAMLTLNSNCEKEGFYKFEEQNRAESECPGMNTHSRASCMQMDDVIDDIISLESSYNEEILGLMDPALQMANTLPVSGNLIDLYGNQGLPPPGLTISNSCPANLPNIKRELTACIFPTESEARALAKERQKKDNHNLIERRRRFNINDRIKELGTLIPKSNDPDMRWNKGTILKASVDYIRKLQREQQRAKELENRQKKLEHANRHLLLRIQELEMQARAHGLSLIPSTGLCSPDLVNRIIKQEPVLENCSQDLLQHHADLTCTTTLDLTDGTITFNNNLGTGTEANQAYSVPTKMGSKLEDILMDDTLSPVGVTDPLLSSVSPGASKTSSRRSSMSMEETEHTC
Starred values were filed as active, the others as inactive. Rows are unselected; about 3.4% have a hit in one of these screens.

# | Compound | FBW7 act | TEAD-YAP block | GPR151 ag | MITF inh
1 | CCc1cc(NCc2cccs2)n2nc3nc(C)cc(C)c3c2n1 | -0.2 | -3 | -0.1 | -8
2 | N#C/C(=C\c1ccccc1Cl)C(=O)NCc1ccco1 | 0.0 | 14 | 0.2 | 3
3 | CCOC(=O)CSc1nc2ccccc2c(=O)n1-c1ccc(C(=O)N2CCOCC2)cc1 | 0.0 | 3 | 0.3 | -1
4 | Cc1n(CC(=O)c2ccc(C(C)(C)C)cc2)c2ccccc2[n+]1C | -0.1 | 29 | -0.5 | 12
5 | Cc1nc2c(C(=O)NC(c3ccccc3)c3ccccc3)cnn2c(C)c1Cc1ccccc1 | 0.0 | 1 | 0.9 | -2
6 | Nc1c(C(=O)N2CCCC2)sc2nc3cc4c(cc3cc12)OCCO4 | -0.1 | -13 | -1.8 | -8
7 | CN(C)c1cccc(Nc2nc(NCc3cccnc3)c3ncn(-c4ccsc4)c3n2)c1 | 0.3 | 9 | -1.8 | 9
8 | COc1ccc(Cc2nnc(SCC(=O)Nc3ccc(C)cc3C)o2)cc1 | 0.6 | 2 | 0.5 | 3
9 | COC(=O)c1cc(C(=O)Nc2ccccc2C(=O)Nc2ccc(OC)cc2)cc([N+](=O)[O-])c1 | -0.1 | -23 | 1.0 | -14
10 | Cc1ccc(C)c(NC(=O)CC(NCCCN2CCOCC2)C(=O)O)c1 (stereo not drawn) | -0.3 | -2 | -0.2 | -12
11 | COC(=O)c1ccccc1Nc1ccccc1 | 0.1 | -1 | 0.3 | 10
12 | CC(C)(C)c1ccc(N2C(=O)/C(=C/c3ccc([N+](=O)[O-])cc3)C=C2c2ccccc2)cc1 | 0.5 | 8 | 3.9 | 9
13 | Cc1nc(SCc2nnc(-c3ccc(Cl)cc3)o2)c(C#N)c(C)c1C | 0.0 | 28 | 1.0 | -4
14 | Cc1ccccc1NC(=O)Cn1cc(C(=O)c2ccc(F)cc2)c(=O)c2cc(Cl)ccc21 | -0.1 | 2 | 0.5 | 23
15 | CC(C)CCOc1ccc(C(=O)Nc2sc3c(c2C#N)CCCCC3)cc1 | -0.1 | 7 | 1.8 | -2
16 | COc1cc2c(cc1OC)C(Nc1ccc(Br)cc1)=NC(C)(C)C2 | 0.5 | -6 | 0.4 | -8
17 | Cc1c(Br)c(C(F)(F)F)nn1CC(=O)Nc1sc2c(c1C#N)CCCCC2 | -0.1 | 5 | -0.5 | 4
18 | CCCCCCCSc1n[nH]c(=O)[nH]c1=O | 0.1 | 2 | -1.1 | 4
19 | CCOC(=O)C1=C(C)NC(=O)NC1c1cc(OC)c(OC(C)=O)c(OC)c1 (stereo not drawn) | -0.2 | -5 | 0.8 | -6
20 | Cc1nc2ccccc2cc1C(=O)NCc1ccc(F)cc1 | 0.0 | 12 | -0.1 | -5
21 | O=[N+]([O-])c1cc2c(c(CN(c3ccccc3)S(=O)(=O)c3ccc(F)cc3)c1)OCOC2 | 0.0 | 1 | 0.8 | 7
22 | CC(NC(=O)C(=O)NCCN1CCOCC1)c1ccccc1 (stereo not drawn) | 0.4 | 2 | 2.2 | -6
23 | COc1cc(CN2CCN(CCC(C)C)C(CCO)C2)cc(Cl)c1O (stereo not drawn) | 0.0 | 5 | 3.2 | 4
24 | Cc1cccc(C)c1-n1nnnc1C(NCCc1c(C)[nH]c2ccccc12)c1ccc(Cl)cc1 (stereo not drawn) | 0.0 | 13 | 1.8 | 1
25 | CCc1ccc(N2C(=O)CC(Sc3nc4ccccc4s3)C2=O)cc1 (stereo not drawn) | 0.8 | -6 | -0.2 | 10
26 | COc1ccc(S(=O)(=O)NCC(=O)NNC(=O)CC23CC4CC(CC(C4)C2)C3)cc1 | 0.6 | 3 | 1.1 | 9
27 | COc1ccc(NC(=O)C2C3C=CC4(O3)C2C(=O)N(Cc2ccccc2F)C4C(=O)NC2CCCC(C)C2C)cc1 (stereo not drawn) | -0.1 | 6 | -0.9 | 2
28 | CN(c1ccccc1)S(=O)(=O)c1ccc(C(=O)N2CCc3ccccc32)cc1 | -0.1 | 6 | 1.6 | -6
29 | O=C1N(C2CCCC2)C[C@@H]2C[C@@H](c3cccn3-c3ccccn3)N3CCC[C@@]123 | -0.1 | 9 | 1.6 | -15
30 | Cc1ccc2[nH]c(=S)n(C3CC4C=CC3C4)c(=O)c2c1 (stereo not drawn) | 0.0 | -2 | 1.0 | -8
31 | COc1cc2nc(NCCCN3CCCC3=O)nc(Nc3ccc(N4CCOCC4)cc3)c2cc1OC | -0.1 | -15 | -0.7 | 10
32 | O=C(COc1ccc(Cl)cc1)Nc1c[nH]c(=O)[nH]c1=O | -0.1 | 4 | -0.4 | -7
33 | CCOC(=O)N1CCN(C(=O)c2ccc(CSc3ccc(Cl)cc3)cc2)CC1 | 0.0 | 13 | 3.6 | -7
34 | CS(=O)(=O)C1=NN2C(=N)/C(=C\c3ccc(-c4ccccc4)o3)C(=O)N=C2S1 | 0.1 | 8 | -1.5 | 6
35 | CCn1c(=O)c2cc(C(=O)NCc3ccccc3OC)sc2c2ccccc21 | 0.1 | -6 | 2.2 | -4
36 | N#CCc1ccc(NC(=O)c2cc(Cl)ccc2NS(=O)(=O)c2cccc3nsnc23)cc1 | 0.0 | -27 | -0.6 | 3
37 | c1ccc(CN2CCN(CCCNc3ccc4nncn4n3)CC2)cc1 | 0.3 | 6 | 0.1 | 7
38 | Cc1cccc(Nc2cc3ccccc3c(=O)[nH]2)c1 | 0.2 | 10 | -0.5 | 1
39 | Cc1nnc(SCC(=O)Nc2ccc(Cl)c(Cl)c2)n1N | 1.1 | 16 | 0.4 | 11
40 | COC(CNS(=O)(=O)c1ccc(-c2ccc(S(=O)(=O)NCC(OC)OC)cc2)cc1)OC | 0.0 | 23 | -0.3 | -6
41 | O=S(=O)(c1ccc(Cc2ccc(S(=O)(=O)N3CCOCC3)cc2)cc1)N1CCOCC1 | 0.3 | 7 | -1.2 | 9
42 | O=C(NC(=S)NC(=O)c1ccccc1F)c1ccccc1F | -0.1 | 10 | 1.8 | 8
43 | Cc1ccc(-n2c(Cn3ncc4ccccc4c3=O)n[nH]c2=S)cc1 | -0.1 | -7 | 1.2 | -2
44 | Clc1ccc(COc2ccccc2/C=N/n2cnnc2)cc1 | 0.1 | -24 | 0.5 | -45
45 | O=C(N/N=C/c1cccn1-c1ccc([N+](=O)[O-])cc1)c1ccccn1 | -0.1 | -36 | -0.3 | 14

6 structures already listed, ordered by number of heavy atoms, high to low:
# | Compound | FBW7 act | TEAD-YAP block | GPR151 ag | MITF inh
31 | COc1cc2nc(NCCCN3CCCC3=O)nc(Nc3ccc(N4CCOCC4)cc3)c2cc1OC | -0.1 | -15 | -0.7 | 10
34 | CS(=O)(=O)C1=NN2C(=N)/C(=C\c3ccc(-c4ccccc4)o3)C(=O)N=C2S1 | 0.1 | 8 | -1.5 | 6
43 | Cc1ccc(-n2c(Cn3ncc4ccccc4c3=O)n[nH]c2=S)cc1 | -0.1 | -7 | 1.2 | -2
42 | O=C(NC(=S)NC(=O)c1ccccc1F)c1ccccc1F | -0.1 | 10 | 1.8 | 8
32 | O=C(COc1ccc(Cl)cc1)Nc1c[nH]c(=O)[nH]c1=O | -0.1 | 4 | -0.4 | -7
38 | Cc1cccc(Nc2cc3ccccc3c(=O)[nH]2)c1 | 0.2 | 10 | -0.5 | 1

(listing goes on)
# | Compound | FBW7 act | TEAD-YAP block | GPR151 ag | MITF inh
46 | COC(=O)C1CCN(C2CCN(C(=O)COCC(=O)O)CC2)CC1 | -0.1 | -2 | 0.3 | 1
47 | NC(=O)C1(N2CCCCC2)CCN(C(=O)N2CCOCC2)CC1 | 0.0 | -7 | -1.0 | 21
48 | Cc1cc(Nc2cc(Cl)ccc2C)n2nc(C)nc2n1 | -0.2 | -6 | -1.7 | 1
49 | COC(=O)c1ccccc1NC(=O)c1c([N+](=O)[O-])cnn1C | 0.5 | 3 | -0.3 | 11
50 | Cc1ccc(S(=O)(=O)NC(=O)Nc2ccccc2C(N)=O)cc1 | 0.0 | 4 | -0.1 | 0
51 | CN1CCN(C(=O)c2ccc(-c3cncc(C(=O)NCCCN4CCCC4=O)c3)cc2)CC1 | -0.2 | 2 | 0.5 | 4
52 | COc1ccccc1N1CCN(c2nc(Nc3cccc(C)c3)c3cnn(C)c3n2)CC1 | -0.3 | 10 | 1.8 | 3
53 | CC(=O)c1ccc(NC(=O)CN2CCC(O)(c3nccn3C)CC2)cc1 | 0.7 | -18 | -0.1 | 7
54 | O=C(c1ccccc1)N1CCN(CC(O)Cn2c3ccc(Br)cc3c3cc(Br)ccc32)CC1 (stereo not drawn) | 0.5 | -3 | -0.6 | -2
55 | Cc1ccc(-c2nnn(CC(=O)Nc3ccc(C)c(Cl)c3)n2)c(-n2cnnn2)c1 | -0.1 | 4 | 2.2 | 12
56 | O=C(N/N=C\c1ccc(Br)cc1)C1C2CCCCC21 (stereo not drawn) | -0.1 | -47 | -0.6 | 1
57 | CCn1nc(CC(=O)NCCn2nc(-c3cccs3)oc2=O)c2ccccc2c1=O | 0.1 | 13 | 1.9 | -1
58 | CCOC(=O)/C(N=Nc1ccc(NC(=O)c2ccccc2)cc1)=C(\C)O | 0.4 | 13 | -1.0 | 42
59 | Cc1nc2sc(C(c3ccccc3F)N3CCC(C)CC3)c(O)n2n1 (stereo not drawn) | 0.5 | -2 | -0.1 | -6
60 | O=C1OC(c2cccc(Br)c2)=N/C1=C\c1cccc(Cl)c1 | 0.1 | -8 | 0.0 | -8
61 | OCCN1CCN(Cc2ccc(-c3ccccc3Cl)o2)CC1 | 0.3 | 2 | 1.1 | -19
62 | O=C(CCc1c[nH]c2ccccc12)OCc1nnc(-c2ccccc2)o1 | 0.2 | 7 | 1.8 | 18
63 | O=C(CCn1nnc2ccccc2c1=O)NCc1ccco1 | -0.1 | -2 | -1.3 | 4
64 | CNCCOc1ccc(Cl)c(Cl)c1 | 0.0 | 0 | 0.5 | 46
65 | COc1ccc(/C=C2\Oc3c(ccc(O)c3CN3CCN(CCO)CC3)C2=O)c(OC)c1 | 0.3 | -2 | -0.2 | 3
66 | O=C(Cc1nc2ccccc2[nH]1)N/N=C/c1ccccc1 | 0.0 | -1 | -0.9 | 12
67 | O=C(Nc1ccc(OC(F)(F)F)cc1)c1cnn2c(C(F)(F)F)cc(-c3ccco3)nc12 | 0.0 | 2 | 0.8 | 1
68 | COc1ccc(CNC(=O)Cc2ccc(Cl)cc2)cc1 | 0.0 | -39 | -1.8 | 1
69 | CCN(CC)C(=O)c1cc(-c2ccccc2)nc2ccccc12 | -0.1 | 9 | 2.0 | 0
70 | CCOCCn1c(=O)c2c(nc3n2CCN3c2cccc(C)c2C)n(C)c1=O | -0.2 | 5 | -0.5 | 7
71 | COc1ccccc1-n1c(SCC(=O)NCc2ccco2)nc2c(sc(=S)n2-c2ccccc2C)c1=O | 0.3 | -5 | -0.1 | -3
72 | CN(C)c1ncc(-c2nc3cnccn3c2NC2CCCCC2)cn1 | -0.1 | -27 | 0.6 | -5
73 | Cc1ccc2c(COC(=O)[C@@H]3CCCN3C(=O)c3cccs3)cc(=O)oc2c1 | 0.0 | -11 | 1.5 | -4
74 | CCOc1ccc2c(=O)c(Oc3cccc(OC)c3)coc2c1 | -0.1 | -3 | 0.1 | -12
75 | COc1ccc(-c2nc(-c3cccc(C(F)(F)F)c3)c(-c3ccccc3)[nH]2)cc1OC | -0.1 | 1 | 2.2 | 11

Full records, quoted from the list. Order of values: FBW7 act | TEAD-YAP block | GPR151 ag | MITF inh
CN1CCN(C(=O)c2ccc(-c3cncc(C(=O)NCCCN4CCCC4=O)c3)cc2)CC1 is listed with -0.2 | 2 | 0.5 | 4
COc1ccccc1-n1c(SCC(=O)NCc2ccco2)nc2c(sc(=S)n2-c2ccccc2C)c1=O is listed with 0.3 | -5 | -0.1 | -3

Following part:
# | Compound | FBW7 act | TEAD-YAP block | GPR151 ag | MITF inh
76 | S=C(Nc1ccccc1)Nc1nncs1 | 0.1 | -25 | 0.4 | 15
77 | CC1=C(C(=O)Nc2ccc(C)c(Cl)c2)C(c2ccc(C)cc2)NC(=O)N1 (stereo not drawn) | 0.9 | -3 | 3.7 | 10
78 | COCCCNCCCCOc1ccc2ccccc2c1Br | 0.1 | -3 | -0.6 | 26
79 | CC(=O)N1CCN(Cc2ccc3c(c2)CN(C(=O)CC2CCCC2)CCO3)CC1 | -0.1 | 2 | -1.7 | 11
80 | CCCCC1OC2(C)OC(=N)C(C#N)(C2C)C1(C#N)C#N (stereo not drawn) | 0.2 | 3 | -0.3 | 14
81 | CCOC(=O)c1c(NC(=O)CSc2nnc(CNC(=O)Cc3ccc(OC)cc3)n2Cc2ccccc2)sc2c1CCC2 | -0.1 | -6 | -0.9 | -3
82 | O=C(N/N=C/CCc1ccccc1)c1cccc([N+](=O)[O-])c1 | -0.1 | -2 | 1.2 | 6
83 | CCOC(=O)c1ccc(NC2OC(=O)c3c2ccc(OC)c3OC)cc1 (stereo not drawn) | -0.2 | 3 | 1.9 | 5
84 | C/C=C\C(=O)Nc1cc(-c2cn3cccnc3n2)ccc1OC | 0.1 | 3 | 4.0 | -16
85 | CC1=C(C(=O)OCCOc2ccccc2)C(c2ccccc2[N+](=O)[O-])CC(=O)N1 (stereo not drawn) | -0.2 | -2 | -0.4 | 0
86 | CC(=O)Nc1ccc2nc(CN3CCN(CC=C(C)C)C(CCO)C3)ccc2c1 (stereo not drawn) | 0.1 | -4 | -1.1 | -8
87 | COc1ccc(C(=O)NCCc2ccc(S(N)(=O)=O)cc2)cc1OC | -0.2 | -3 | -0.6 | 2
88 | CCOC(=O)C1=C(C)NC(S)=C(C#N)C1c1cccs1 (stereo not drawn) | -0.1 | 10 | -0.6 | 14
89 | COC(=O)COc1cccc2c(=O)n(CC(=O)Nc3c(C)cc(C)cc3C)ccc12 | 0.0 | 5 | 0.2 | -13
90 | CCCCNC(=O)Oc1ccccc1C(=O)NNS(=O)(=O)c1ccc(C)cc1 | -0.1 | -2 | 0.2 | -7
